Bioassay records: PubChem BioAssay, several laboratories
MazEF act = activators of E. coli MazEF toxin-antitoxin RNase, primary screen, biochemical, fluorescence, uHTS; FAM/BHQ RNA-DNA oligo cleavage fluorescence, 5 h; hit rate 0.32% among 350,000; activation, % at 20 µM; AID 504720, 2011; Endoribonuclease toxin MazF (Escherichia coli (strain K12)), P0AE70; in the data active means activation above about 50%
Target sequence (P0AE70 whole entry, looked up): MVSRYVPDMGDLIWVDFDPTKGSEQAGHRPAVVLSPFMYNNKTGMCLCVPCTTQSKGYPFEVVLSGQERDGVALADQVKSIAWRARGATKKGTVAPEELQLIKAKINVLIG
SSB-PriA inh = inhibitors of Klebsiella pneumoniae PriA binding to SSB C-terminal tail, primary screen, biochemical, AlphaScreen. PriA–SSB C-terminal tail interaction (Klebsiella pneumoniae). AlphaScreen SSBct-PriA binding, biotinylated peptide. inhibition, % at 33 µM. hit rate 0.6% among 430,000. AID 1272365, 2023; in the data active means inhibition mostly above about 37%, no sharp cut-off; inactive means mostly below about 20%;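 further: plate controls were negative control peptide for no effect and reference peptide for full effect; strong numbers were not always called active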
CCHF vOTU inh = CCHFV vOTU protease inhibitors, primary screen, biochemical, Pep-AMC substrate, fluorescence | inhibition, % at 11.5 µM | hit rate 0.55% among 370,000 | Crimean-Congo hemorrhagic fever virus L polyprotein viral ovarian tumor (vOTU) protease …; in the data active means inhibition above about 30%; further: 0% = vehicle wells with enzyme and 100% = no enzyme wells
PrPC TRFRET = inhibitors of human cell surface prion protein PrPC, primary screen, cell-based, TR-FRET; inhibition, % at 13.8 µM; TR-FRET read-out; AID 720596, 2013; hit rate 0.43% among 370,000; Major prion protein (Homo sapiens), P04156; in the data active means inhibition above about 24%; further: 0% = median of the test wells and 100% = reference compound wells
BoNT-A LC inh2 = BoNT/A light chain protease inhibitors, primary screen, biochemical, flow cytometry, MLPCN library; Botulinum neurotoxin type A light chain protease (Clostridium botulinum A str. ATCC 3502); multiplex microsphere protease substrate cleavage; inhibition, % at 10 µM; hit rate 0.17% among 360,000; AID 588499, 2011; further: plate controls were buffer without enzyme for full effect and enzyme alone for no effect
3CLpro inhibitor = SARS-CoV 3CLpro protease inhibitors, primary screen, biochemical, quenched FRET. hit rate 0.14% among 290,000. Replicase polyprotein 1ab (Severe acute respiratory syndrome coronavirus), P0C6X7. recombinant SARS-CoV 3CLpro, quenched FRET peptide cleavage. inhibition, % at 6 µM; in the data active means inhibition above about 12%
BoNT F protease = BoNT/F light chain protease inhibitors, primary screen, biochemical, flow cytometry, MLPCN library. Multiplex microsphere protease cleavage assay. hit rate 0.22% among 360,000. Botulinum neurotoxin type F light chain protease (Clostridium botulinum). inhibition, % at 10 µM; in the data active means inhibition above about 35%, passing the limit was not always enough; further: plate controls were buffer without enzyme for full effect and enzyme alone for no effect
DUSP3 inh = VHR1 phosphatase inhibitors, primary screen, biochemical, absorbance, uHTS | Dual specificity protein phosphatase 3 (Homo sapiens), P51452 | hit rate 0.52% among 290,000 | AID 1654, 2009 | recombinant VHR phosphatase, pNPP absorbance | inhibition, % at 13.3 µM; in the data active means inhibition above about 50%; further: some compounds called inactive have numbers as strong as hits
Target sequence (P51452 whole entry, looked up): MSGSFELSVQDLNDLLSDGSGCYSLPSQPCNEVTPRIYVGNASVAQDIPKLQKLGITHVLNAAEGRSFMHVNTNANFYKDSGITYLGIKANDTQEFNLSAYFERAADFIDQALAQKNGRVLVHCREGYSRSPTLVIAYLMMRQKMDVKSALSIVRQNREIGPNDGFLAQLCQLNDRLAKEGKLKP
Rv3671c inh = Rv3671c serine protease inhibitors, primary screen, biochemical, fluorescence polarization, M. tuberculosis H37Rv; inhibition, % at 5.96 µM; hit rate 0.048% among 320,000; AID 2606, 2010; in the data active means inhibition above about 38%;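 further: extracellular domain of Rv3671c used as enzyme; 0% = enzyme with DMSO and 100% = no enzyme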
Target sequence (P9WHR9 whole entry, looked up, the tested form may be a part): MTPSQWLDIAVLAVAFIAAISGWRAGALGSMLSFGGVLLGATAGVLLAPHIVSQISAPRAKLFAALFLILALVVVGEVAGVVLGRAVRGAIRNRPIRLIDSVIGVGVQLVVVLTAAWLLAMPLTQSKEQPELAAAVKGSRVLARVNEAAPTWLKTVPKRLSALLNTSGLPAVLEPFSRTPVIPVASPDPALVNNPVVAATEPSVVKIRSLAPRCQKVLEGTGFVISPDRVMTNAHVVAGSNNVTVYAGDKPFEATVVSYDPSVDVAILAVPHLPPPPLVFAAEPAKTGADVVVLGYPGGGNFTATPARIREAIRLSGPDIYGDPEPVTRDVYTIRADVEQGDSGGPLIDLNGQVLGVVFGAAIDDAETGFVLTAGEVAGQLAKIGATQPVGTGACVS
Anthrax LF prot = Bacillus anthracis LF protease inhibitors, primary screen, biochemical, multiplex microsphere, MLPCN library | Lethal factor (Bacillus anthracis), P15917 | multiplex microsphere protease cleavage assay | inhibition, % at 10 µM | hit rate 0.12% among 360,000 | AID 588501, 2011; further: plate controls were buffer without enzyme for full effect and enzyme alone for no effect
* marks the source's active call; other numbers are inactive results; x = no result given. Unless noted, no stated cut-off is given here; in the data, active means inhibition above about 30%; inconclusive means no clear call, values can overlap the other calls; inactive means below that.

SMILES	MazEF act	SSB-PriA inh	CCHF vOTU inh	PrPC TRFRET	BoNT-A LC inh2	3CLpro inhibitor	BoNT F protease	DUSP3 inh	Rv3671c inh	Anthrax LF prot
CCCCc1c(O)nc(SCC(=O)Nc2ccc(C)cc2)n(-c2ccc(OC)cc2)c1=O	-5	6	12	-2	-2.0	3	-5	2	-8	-1
CN1CCN(S(=O)(=O)c2cccc(C(=O)NCc3ccc(Cl)cc3)c2)CC1	-6	-12	-1	-4	-0.1	3	3	17	0	-3
O=C(CSCc1ccccc1)Nc1ccccc1C(=O)Nc1ccc(C(=O)O)cc1	-2	2	5	-1	-1.3	5	-3	17	2	9
CN(C)S(=O)(=O)c1ccc(C(=O)OCC(=O)Nc2ccc(OC(F)F)cc2)cc1	-8	-1	5	-6	1.0	1	4	-8	-8	1
COC(=O)c1cccc(-n2c(=O)n(Cc3ccccc3)c(=O)c3[nH]cnc32)c1C	6	-14	21	-2	2.6	-4	14	20	1	24
CCc1nc2c(OCCC3CCCCC3)cccn2c1N(C)C(=O)c1ccc(OC)cc1	x	x	21	13	-0.1	x	2	x	x	-7
CCOC(=O)N1CCN(S(=O)(=O)N2CCCC(C(=O)NCCc3ccc(OCC)c(OCC)c3)C2)CC1 (centres undefined)	5	7	0	2	0.3	-2	7	57*	-2	2
CC(C)(C)c1nn(-c2ccccc2)c2[nH]c(=O)c(CNc3ccc4c(c3)OCCO4)cc12	-4	2	11	7	2.7	1	9	35	5	1
CCOC(=O)C1=NN(C(=O)c2ccc(C)cc2)C(O)(c2ccc(Cl)cc2)C1 (centres undefined)	-3	-2	-6	-2	-1.3	5	-21	7	10	-7
COc1ccc(C2CC(c3ccc(F)cc3)n3nc(NS(C)(=O)=O)nc3N2)cc1 (centres undefined)	-8	-2	1	1	1.2	0	-4	18	-3	6
COc1cc(NC(=O)CCS(=O)(=O)c2ccc3c(c2)oc(=O)n3C)cc(OC)c1	2	-4	12	1	-2.2	-5	-11	10	1	0
COc1cc(OC)cc(-c2c(-c3cccs3)c3cc(-c4ccc(C(N)=O)cc4)ccc3n2C)c1	-15	4	3	3	-0.1	x	0	x	1	-1
CC(C)(C)OC(=O)N[C@@H](Cc1ccccc1)c1nnc(S(=O)(=O)Cc2ccccc2)o1	x	x	8	7	x	-4	x	20	0	x
CCOc1ccsc1C(=O)OC	-16	-6	-14	0	0.3	-6	1	18	4	-2
COc1cccc(/C=N/NC(=O)CNC(=O)C(c2ccccc2)c2ccccc2)c1O	-4	x	5	18	0.0	-2	3	12	0	3
COc1cc(/C=N/NC(=O)CCC(=O)NC2CCCCC2)ccc1C	9	x	-8	7	-0.5	1	-1	13	7	-6
Cc1ccc(-c2noc(-c3ccccc3C(=O)NCC3CCCO3)n2)cc1 (centres undefined)	2	-12	0	0	-0.3	-1	-7	-2	4	-2
COc1ccc(N(CC(=O)NCc2ccccc2)S(=O)(=O)c2c(C)nn(C)c2C)cc1	11	-13	-4	0	-0.2	-6	-8	36	2	-4
COc1cc(/C=N/N2C(C)CCCC2C)cc(Br)c1O (centres undefined)	-4	x	5	-4	-0.5	1	1	41	4	0
COC(=O)CCCn1nc(NC(=O)COc2ccc(F)cc2)cc1C	9	-16	23	7	0.5	0	-2	12	0	-1
COc1ccc(C(=O)/C=C/Nc2ccccn2)cc1	-4	x	-1	-7	-0.2	-5	-10	8	4	-2
Cn1nc(C(F)(F)F)c(-c2ccc(Br)cc2)c1NC(=O)c1ccco1	-3	-7	-1	-1	0.0	3	-7	12	-9	-10
CNC(=O)OCCc1nccn1C	-2	-9	1	-2	-0.3	0	-3	-5	-6	0
NNC(=O)c1cccc(COc2ccccc2Br)c1	-3	-30	7	10	2.6	-1	-8	30	-11	1
Cc1ccc(NC(=O)Cc2ccc([N+](=O)[O-])cc2)c(Br)c1	7	5	4	-6	1.7	-2	20	-7	-5	5
Cc1ccc(CSCC(=O)Nc2ccccc2)cc1	0	-5	-3	0	0.4	5	15	7	1	-3
COc1ccc(N2C(=O)CCC(C(=O)NCc3ccccn3)C2c2ccc(OC)c(OC)c2)cc1 (centres undefined)	-3	-3	-5	-1	-0.1	0	-2	10	1	-1
COc1ccccc1CCC(=O)Nc1ccc2c(c1)CN(CCCn1cccn1)CC2	7	2	6	-7	3.0	-3	1	-9	-6	2
Cc1c(C)c2c(OCC(=O)NCc3ccccn3)cc3c(c2oc1=O)CCC(C)(C)O3	6	-9	-78	5	0.4	-2	0	20	-9	0
CC(=O)OCCn1c2nc(=O)[nH]c(=O)c-2nc2cc(C)c(C)cc21	480*	-26	14	-69	8.1	-5	42*	9	x	-10
Cc1ccc(NC(=O)N2CCN(c3ccccn3)CC2)cc1	3	-22	-7	0	0.7	8	2	-16	2	-1
Cc1ccc(OCC(=O)Nc2ccc3c(c2)ncn3C)cc1	-1	-1	1	2	0.4	x	0	x	x	1
CCN(Cc1ccccc1)C(=O)/C=C/c1ccccc1[N+](=O)[O-]	0	13	8	-10	0.3	0	-4	2	x	0
COc1ccc(S(=O)(=O)N2CCCCC2c2cc(C(=O)NCc3ccc(F)cc3)no2)cc1 (centres undefined)	x	x	-30	11	0.2	x	-5	x	x	4
CCN1CCN(CCCN(Cc2ccco2)C(=S)Nc2cccc(Cl)c2C)CC1	3	13	12	-3	0.2	8	4	30	-1	-3
CC(NC(=O)CN1C(=O)NC2(CCCCC2C)C1=O)c1ccccc1 (centres undefined)	2	-21	-2	-9	-0.6	x	1	x	0	-4
CSc1nn(-c2ccc(C(=O)OC(C(=O)NC(N)=O)C(C)C)cc2)c(=S)s1 (centres undefined)	18	1	-4	0	0.4	5	2	6	-1	4
CCc1cccc(NC(=O)CSC2=NS(=O)(=O)c3ccccc32)c1	-7	-18	-5	-2	-0.9	4	-12	25	-13	-7
O=C(Cn1cnc2ccccc2c1=O)Nc1ccc(-c2nnc3n2CCCCC3)cc1	-5	-9	-4	-1	-0.2	1	4	4	-8	4
CC(NC(=O)COC(=O)Cn1cnc2ccccc2c1=O)C1CC2CCC1C2 (centres undefined)	3	1	18	-1	-0.5	5	-3	5	0	-2

Arranged by molecular weight (smallest number first): 3 of the compounds above
SMILES	MazEF act	SSB-PriA inh	CCHF vOTU inh	PrPC TRFRET	BoNT-A LC inh2	3CLpro inhibitor	BoNT F protease	DUSP3 inh	Rv3671c inh	Anthrax LF prot
Cc1ccc(NC(=O)N2CCN(c3ccccn3)CC2)cc1	3	-22	-7	0	0.7	8	2	-16	2	-1
CCN(Cc1ccccc1)C(=O)/C=C/c1ccccc1[N+](=O)[O-]	0	13	8	-10	0.3	0	-4	2	x	0
O=C(Cn1cnc2ccccc2c1=O)Nc1ccc(-c2nnc3n2CCCCC3)cc1	-5	-9	-4	-1	-0.2	1	4	4	-8	4

The list goes on.
SMILES	MazEF act	SSB-PriA inh	CCHF vOTU inh	PrPC TRFRET	BoNT-A LC inh2	3CLpro inhibitor	BoNT F protease	DUSP3 inh	Rv3671c inh	Anthrax LF prot
Cn1nc(C(=O)N2CCN(C(c3ccccc3)c3ccccc3)CC2)c2ccccc2c1=O	1	7	0	16	-0.3	1	-3	4	1	-10
CCOc1ccc(S(=O)(=O)N(C)c2ccc(OCC(=O)Nc3ccc4[nH]c(=O)[nH]c4c3)cc2)cc1	4	11	-9	4	-0.4	4	1	21	-3	-4
CCN(CCNC(=O)Nc1ccc(Cl)cc1)c1ccccc1	5	3	12	20	0.1	0	-3	21	6	-3
O=C(OCn1nnc2ccccc2c1=O)c1cc(-c2ccccc2)nc2ccccc12	-12	-14	17	4	-0.3	0	-15	-18	-2	2
Cc1ccc(-n2c(SCC(=O)N/N=C/C=C/c3ccccc3[N+](=O)[O-])nc3ccccc3c2=O)cc1	0	x	3	-8	-0.2	-2	-2	-12	-27	-2
CCCCCP(=O)(O)c1ccccc1	-10	-16	-6	-6	-0.4	2	-3	26	4	8
COc1ccc(OC)c(-c2nc3cc4ccccc4cc3nc2-c2ccccc2)c1	-1	-10	-2	1	62*	2	17	-2	-13	22
CC(C)[C@H](NC(=O)OCc1ccccc1)C(=O)OCC(=O)N1CCN(c2ccccc2)CC1	2	-1	5	3	2.7	x	3	x	6	2
N#Cc1ccccc1OCC(=O)NCC1(N2CCCCC2)CCCCC1	-8	-10	-13	0	0.8	-4	-2	26	-1	0
CCc1nnc(SCc2cccc(F)c2)nc1CC	5	-49	5	-1	0.3	x	2	x	-13	0

Gathered by group: the entries above containing two or more sulfur atoms (2)
SMILES	MazEF act	SSB-PriA inh	CCHF vOTU inh	PrPC TRFRET	BoNT-A LC inh2	3CLpro inhibitor	BoNT F protease	DUSP3 inh	Rv3671c inh	Anthrax LF prot
CSc1nn(-c2ccc(C(=O)OC(C(=O)NC(N)=O)C(C)C)cc2)c(=S)s1 (centres undefined)	18	1	-4	0	0.4	5	2	6	-1	4
CCc1cccc(NC(=O)CSC2=NS(=O)(=O)c3ccccc32)c1	-7	-18	-5	-2	-0.9	4	-12	25	-13	-7

More entries
SMILES	MazEF act	SSB-PriA inh	CCHF vOTU inh	PrPC TRFRET	BoNT-A LC inh2	3CLpro inhibitor	BoNT F protease	DUSP3 inh	Rv3671c inh	Anthrax LF prot
COc1ccc(CC(NC(C)=O)C(=O)NC2CCN(S(=O)(=O)c3ccc(NC(C)=O)cc3)CC2)c(OC)c1 (centres undefined)	10	-9	5	6	-0.3	-4	-2	40	11	3
Cc1ccc(C(=O)Oc2cc(N)n(S(=O)(=O)c3ccc(F)cc3)n2)cc1	68*	1	12	-5	1.1	0	1	0	2	-1
O=C(O)CCCNC(=O)OCc1ccccc1	-1	-25	-6	8	-0.3	-3	7	21	-4	-1
CCN1C(=O)[C@@H]2[C@@H](c3ccc(-c4cc(C(C)=O)cs4)cc3)N3CCC[C@@]3(C(=O)OC)[C@@H]2C1=O	2	-2	-5	-43	-0.2	x	-2	x	x	1
Cc1nn2c(-c3ccncc3)nnc2c2ccccc12	4	-11	9	-7	-1.1	0	-13	13	0	-4

Only part of the results is shown; count on the stated rates, not on these rows.
